Source: PubChem BioAssay (Sanford-Burnham Center for Chemical Genomics)
tim10-1 inh = inhibits growth of tim10-1 mutant yeast. S. cerevisiae tim10-1 ts strain growth, BacTiter-Glo, 24 h. inhibition, % at 20 µM. 330,000 tested, 2.2% active;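 active = inhibition of at least 40%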;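 also: mutant grown at 25 °C; 0% = DMSO wells with yeast and 100% = wells holding no yeast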
APJ ag = activates the human apelin receptor APJ. P35414. activation, % at 20 µM. 330,000 tested, 0.11% active. AID 2520. CHO-K1 APJ PathHunter beta-arrestin, luminescence; 0% DMSO wells, 100% apelin;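 active = activation more than six SD over the plate average, tested at 20 µM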;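 also: 0% = DMSO alone and 100% = apelin-13 at 10 nM; some results filed as inactive read as strong as hits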
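Assay system – PathHunter CHO-K1 APJ (AGTRL-1) beta-arrestin reporter cells · Compound – one dose, 20 µM compound, 1% DMSO · Timing – compound 90 min 25 °C, reagent 1 h · Measured by – luminescence from split beta-galactosidase complementation, Galacton Star/Emerald II substrate · Measure – beta-arrestin recruitment to APJ as agonist activity, luminescent signal · Benchmarks – DMSO vs Apelin-13 10 nM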
Mdm2-MdmX inh = disrupts the human Mdm2-MdmX interaction; O15151+Q00987; inhibition, % at 8 µM; SaOS-2 split-luciferase Mdm2/MdmX complementation, luminescence; 330,000 tested, 3% active;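 active = inhibition of at least 50% at 8 µM in the primary screen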
Target sequence (O15151 whole entry, looked up): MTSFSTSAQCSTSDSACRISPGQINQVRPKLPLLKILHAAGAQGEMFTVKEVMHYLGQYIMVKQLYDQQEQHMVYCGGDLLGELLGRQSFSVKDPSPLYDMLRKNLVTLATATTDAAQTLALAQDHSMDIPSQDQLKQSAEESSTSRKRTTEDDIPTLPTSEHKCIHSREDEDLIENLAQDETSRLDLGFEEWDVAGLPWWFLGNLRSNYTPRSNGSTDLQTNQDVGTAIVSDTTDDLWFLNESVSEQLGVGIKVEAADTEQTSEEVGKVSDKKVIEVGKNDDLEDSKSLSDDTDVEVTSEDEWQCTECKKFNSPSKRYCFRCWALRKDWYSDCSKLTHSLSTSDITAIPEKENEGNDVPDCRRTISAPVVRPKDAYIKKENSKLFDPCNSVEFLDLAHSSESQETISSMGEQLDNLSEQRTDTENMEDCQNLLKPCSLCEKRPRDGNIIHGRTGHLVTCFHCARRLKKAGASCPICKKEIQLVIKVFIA
Target sequence (Q00987 whole entry, looked up): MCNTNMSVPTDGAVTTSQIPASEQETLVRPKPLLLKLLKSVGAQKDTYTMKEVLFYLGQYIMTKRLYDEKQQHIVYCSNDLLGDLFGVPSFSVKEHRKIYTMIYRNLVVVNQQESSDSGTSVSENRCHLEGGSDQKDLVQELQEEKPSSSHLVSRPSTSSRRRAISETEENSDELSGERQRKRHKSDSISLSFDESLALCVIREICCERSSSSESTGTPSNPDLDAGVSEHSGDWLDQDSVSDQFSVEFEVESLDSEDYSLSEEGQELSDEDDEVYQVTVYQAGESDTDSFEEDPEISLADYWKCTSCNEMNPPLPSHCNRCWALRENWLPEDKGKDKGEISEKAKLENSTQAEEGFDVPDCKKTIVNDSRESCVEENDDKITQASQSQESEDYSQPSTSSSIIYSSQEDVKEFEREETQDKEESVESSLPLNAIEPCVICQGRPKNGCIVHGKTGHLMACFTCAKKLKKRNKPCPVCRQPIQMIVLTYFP
tim23-1 inh = growth inhibitors of tim23-1 mutant yeast | inhibition, % at 20 µM | S. cerevisiae tim23-1 growth, BacTiter-Glo luminescence, 24 h | AID 463212 | 330,000 tested, 1.3% active;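 active = growth inhibition of the mutant yeast at or above 50%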;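 also: temperature-sensitive mutant grown at 25 °C; plate controls were DMSO-treated mutant yeast for no effect and medium wells lacking yeast for full effect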
CXCR6 inh = blocks human CXCR6 beta-arrestin recruitment; AID 602244; O00574; inhibition, % at 20 µM; 360,000 tested, 0.36% active; CHO-K1 PathHunter CXCR6 beta-arrestin, luminescence; in the data active = inhibition above about 34%, passing the limit was not always enough;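 also: antagonist mode with CXCL16 agonist at 10 nM final; 0% = 10 nM CXCL16 with DMSO and 100% = unstimulated wells without agonist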
APJ antag = blocks the human apelin receptor APJ; AID 2521; CHO-K1 APJ beta-arrestin complementation, luminescence; inhibition, % at 20 µM; P35414; 330,000 tested, 0.32% active;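 active = inhibition above about 40% at 20 µM, limit read from the data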;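 also: cells challenged with 10 nM apelin-13 agonist together with compound; plate controls were apelin-13 plus DMSO wells for no effect and DMSO wells lacking apelin-13 for full effect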
TIM10 inh = TIM10 yeast growth inhibition; inhibition, % at 10 µM; AID 463195; 330,000 tested, 1.4% active; S. cerevisiae TIM10 strain growth, BacTiter-Glo luminescence, 24 h;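 active = inhibition of 40% or more at the single tested concentration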;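 also: wild-type TIM10 isogenic control strain grown at permissive 25 °C; 0% = DMSO yeast wells and 100% = minimal medium wells without yeast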
UPR XBP1 act = activators of adaptive arm of unfolded protein response (XBP1). CHO-XBP1 luciferase reporter, IRE1-XBP1 UPR activation, luminescence; percent of tunicamycin response, DMSO as zero. activation, % at 20 µM. 330,000 tested, 0.33% active;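 active = versus positive control, 20 µM dose yields 30% or more activation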;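 also: 100% = tunicamycin at 10 µg/mL and 0% = DMSO only wells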
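assay system = CHO-XBP1 luciferase reporter cells | amount = 1000 cells/well | buffer or medium = F12 plus 10% FBS | compound dosing = single point, 20 µM final compound, 1% DMSO | incubation = 16-18 h cell attachment at 37 °C, then 6 h compound exposure | detection = Steady-Glo luminescence read | controls = tunicamycin 10 µg/mL and vehicle-only wells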
CHOP UPR activ = apoptotic UPR (CHOP) activation. 330,000 tested, 0.34% active. CHO-CHOP luciferase reporter, luminescence; percent of tunicamycin response over DMSO baseline. activation, % at 10 µM;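 active = at 10 µM dose, activation of 40% or more, normalized to positive control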;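 also: 100% = tunicamycin at 10 µg/mL and 0% = DMSO alone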
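System: CHO CHOP reporter cells. Amount: 500 cells per well. Buffer or medium: F12 medium, 10% FBS. Compound dosing: one dose, 10 µM in 0.5% DMSO. Incubation: 6 h compound exposure at 37 °C after overnight seeding. Technique: Steady-Glo luciferase luminescence. Benchmarks: tunicamycin and DMSO controls.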
Active calls of the source: *. An excerpt, so the mix of outcomes need not match the whole.

Results for CCOc1cc(/C=N/n2cnnc2)ccc1O ?
tim10-1 inh: 8; APJ ag: -2; Mdm2-MdmX inh: 11; tim23-1 inh: 5; CXCR6 inh: -12; APJ antag: 7; TIM10 inh: 15; UPR XBP1 act: 2; CHOP UPR activ: -2.9

How did CC(=O)Nc1ccc2nc(C3CC3)n(Cc3ccc(Cl)cc3)c(=O)c2c1 do in these assays?
tim10-1 inh: -26; APJ ag: 0; Mdm2-MdmX inh: -107; tim23-1 inh: 42; CXCR6 inh: 6; APJ antag: 3; TIM10 inh: 5; UPR XBP1 act: 4; CHOP UPR activ: 7.9

What do the screens show for `CCOC(=O)CCc1c(C)n[nH]c1C`?
tim10-1 inh: 5; APJ ag: -1; Mdm2-MdmX inh: -6; tim23-1 inh: 6; CXCR6 inh: -2; APJ antag: 2; TIM10 inh: -9; UPR XBP1 act: 0; CHOP UPR activ: -1.1

Results for O=C(O)c1cc(NS(=O)(=O)c2ccc(NC3CCCCC3)c([N+](=O)[O-])c2)cc(C(=O)O)c1 ?
tim10-1 inh: -5; APJ ag: -5; Mdm2-MdmX inh: 15; tim23-1 inh: 4; CXCR6 inh: -1; APJ antag: 11; TIM10 inh: -22; UPR XBP1 act: -2; CHOP UPR activ: 1.4

How did COCCN(Cc1ccccc1)C(=O)C1CCN(C(=O)Nc2ccccc2)CC1 do in these assays?
tim10-1 inh: 3; APJ ag: -1; Mdm2-MdmX inh: 3; tim23-1 inh: 5; CXCR6 inh: 1; APJ antag: -2; TIM10 inh: 2; UPR XBP1 act: 0; CHOP UPR activ: -0.4

What do the screens show for `COc1ccc(S(=O)(=O)N2CCOCC2)cc1NC(=O)COc1ccc(C(C)=O)cc1OC`?
tim10-1 inh: -18; APJ ag: -2; Mdm2-MdmX inh: 10; tim23-1 inh: -15; CXCR6 inh: 8; APJ antag: 12; TIM10 inh: -9; UPR XBP1 act: -2; CHOP UPR activ: 1.5

What do the screens show for `CCOC(=O)c1ccc(S(=O)(=O)Nc2cc(C(C)(C)C)no2)cc1`?
tim10-1 inh: 41*; APJ ag: -1; Mdm2-MdmX inh: -21; tim23-1 inh: 24; CXCR6 inh: -2; APJ antag: 2; TIM10 inh: 10; UPR XBP1 act: -1; CHOP UPR activ: -1.5

What do the screens show for `Cc1ccc(Cn2c(SCC(N)=O)nc3c2c(=O)n(C)c(=O)n3C)cc1`?
tim10-1 inh: 4; APJ ag: 4; Mdm2-MdmX inh: -1; tim23-1 inh: 5; CXCR6 inh: 2; APJ antag: 8; TIM10 inh: -7; UPR XBP1 act: -3; CHOP UPR activ: -0.4

Results for COc1ccc(N2CCN(S(=O)(=O)CCNC(=O)/C=C/c3ccccc3)CC2)cc1 ?
tim10-1 inh: 14; APJ ag: 15; Mdm2-MdmX inh: 5; tim23-1 inh: 8; CXCR6 inh: 3; APJ antag: -16; TIM10 inh: 4; UPR XBP1 act: -1; CHOP UPR activ: -0.9

How did CCC1SC(C)C/C(=N/NC(N)=O)C1C (configuration not stated) do in these assays?
tim10-1 inh: 7; APJ ag: -2; Mdm2-MdmX inh: -1; tim23-1 inh: 4; CXCR6 inh: 8; APJ antag: -10; TIM10 inh: 13; UPR XBP1 act: 1; CHOP UPR activ: 1.9

Grouped by structure: the compounds so far containing four or more nitrogen atoms (2)
Results for CCOc1cc(/C=N/n2cnnc2)ccc1O ?
tim10-1 inh: 8; APJ ag: -2; Mdm2-MdmX inh: 11; tim23-1 inh: 5; CXCR6 inh: -12; APJ antag: 7; TIM10 inh: 15; UPR XBP1 act: 2; CHOP UPR activ: -2.9

What do the screens show for `Cc1ccc(Cn2c(SCC(N)=O)nc3c2c(=O)n(C)c(=O)n3C)cc1`?
tim10-1 inh: 4; APJ ag: 4; Mdm2-MdmX inh: -1; tim23-1 inh: 5; CXCR6 inh: 2; APJ antag: 8; TIM10 inh: -7; UPR XBP1 act: -3; CHOP UPR activ: -0.4

(next part)
How did O=C(Cc1ccccc1)Nc1scc(-c2ccccc2)c1C(=O)N1CCOCC1 do in these assays?
tim10-1 inh: 36; APJ ag: -4; Mdm2-MdmX inh: 14; tim23-1 inh: 4; CXCR6 inh: 2; APJ antag: -12; TIM10 inh: 11; UPR XBP1 act: 1; CHOP UPR activ: 1.2

Results for COc1ccccc1NC(=O)C1CCCN(S(=O)(=O)c2cccc3nsnc23)C1 (configuration not stated) ?
tim10-1 inh: 22; APJ ag: 4; Mdm2-MdmX inh: 6; tim23-1 inh: 7; CXCR6 inh: -1; APJ antag: 16; TIM10 inh: 20; UPR XBP1 act: -1; CHOP UPR activ: -1.6

Results for C=CCN1CN(CCc2ccccc2)CNC1=S ?
tim10-1 inh: -20; APJ ag: -5; Mdm2-MdmX inh: 5; tim23-1 inh: -3; CXCR6 inh: 3; APJ antag: 7; TIM10 inh: 6; UPR XBP1 act: 4; CHOP UPR activ: -2.3

How did CCOc1ccc(CN2CCN(Cc3nc(C(C)C)cs3)CC2CCO)cc1 (configuration not stated) do in these assays?
tim10-1 inh: 17; APJ ag: -3; Mdm2-MdmX inh: 15; tim23-1 inh: 6; APJ antag: 4; TIM10 inh: 4; UPR XBP1 act: -1; CHOP UPR activ: 0.3

Results for Cc1nc2sc(C(c3cccc(F)c3)N3CCCC(C)C3)c(O)n2n1 (configuration not stated) ?
tim10-1 inh: 10; APJ ag: -3; Mdm2-MdmX inh: -4; tim23-1 inh: -3; CXCR6 inh: 3; APJ antag: 0; TIM10 inh: 8; UPR XBP1 act: 0; CHOP UPR activ: -0.5

How did Cc1cccc2sc(NC(=O)C3CCN(S(=O)(=O)c4cc([N+](=O)[O-])ccc4Cl)CC3)nc12 do in these assays?
tim10-1 inh: 6; APJ ag: 5; Mdm2-MdmX inh: 32; tim23-1 inh: -60; CXCR6 inh: -24; APJ antag: -43; TIM10 inh: 25; UPR XBP1 act: 0; CHOP UPR activ: 9.1

How did COc1ccc(Cl)cc1NC(=S)NCCc1ccc(F)cc1 do in these assays?
tim10-1 inh: 51*; APJ ag: -3; Mdm2-MdmX inh: 3; tim23-1 inh: 34; CXCR6 inh: -4; APJ antag: 1; TIM10 inh: 33; UPR XBP1 act: -7; CHOP UPR activ: -0.6

How did COc1ccc(NC(=O)c2cc3ccccc3o2)cc1OC do in these assays?
tim10-1 inh: -8; APJ ag: -2; Mdm2-MdmX inh: -39; tim23-1 inh: 13; CXCR6 inh: -3; APJ antag: 5; TIM10 inh: 0; UPR XBP1 act: -1; CHOP UPR activ: 3.9

How did O=[N+]([O-])c1cccc(S(=O)(=O)NCCCN2CCOCC2)c1 do in these assays?
tim10-1 inh: -19; APJ ag: -1; Mdm2-MdmX inh: 9; tim23-1 inh: -7; CXCR6 inh: -8; APJ antag: 1; TIM10 inh: -24; UPR XBP1 act: -2; CHOP UPR activ: -0.9

Results for O=c1c2ccccc2ncn1CCOCCOc1cccc(Br)c1 ?
tim10-1 inh: 9; APJ ag: -1; Mdm2-MdmX inh: 22; tim23-1 inh: 19; CXCR6 inh: 1; APJ antag: 0; TIM10 inh: -14; UPR XBP1 act: -1; CHOP UPR activ: -0.7

How did O=C1OC(/C(=C\NCc2ccccc2)[N+](=O)[O-])c2ccccc21 (configuration not stated) do in these assays?
tim10-1 inh: 19; APJ ag: -1; Mdm2-MdmX inh: -29; tim23-1 inh: 0; CXCR6 inh: 1; APJ antag: -2; TIM10 inh: 11; UPR XBP1 act: 0; CHOP UPR activ: -1.3

Results for CCOC(=O)CSc1nc2ccc(C)cc2n2cnnc12 ?
tim10-1 inh: 3; APJ ag: -1; Mdm2-MdmX inh: -26; tim23-1 inh: 14; CXCR6 inh: -5; APJ antag: 11; TIM10 inh: 3; UPR XBP1 act: 2; CHOP UPR activ: 1.8

Results for CCN(CC)C(=O)c1cc2c(=O)oc3ccccc3c2s1 ?
tim10-1 inh: 33; APJ ag: 6; Mdm2-MdmX inh: 3; tim23-1 inh: 36; CXCR6 inh: -1; APJ antag: 14; TIM10 inh: 10; UPR XBP1 act: 11; CHOP UPR activ: -0.5

How did CON(C)S(=O)(=O)c1ccc2c(c1)NC(=O)C1CCCN21 (configuration not stated) do in these assays?
tim10-1 inh: 15; APJ ag: -3; Mdm2-MdmX inh: -25; tim23-1 inh: 13; CXCR6 inh: -4; APJ antag: -6; TIM10 inh: 19; UPR XBP1 act: 2; CHOP UPR activ: 0.7

What do the screens show for `O=C1/C(=C/c2coc3ccc(O)cc3c2=O)SC(=S)N1c1ccccc1`?
tim10-1 inh: 11; APJ ag: -8; Mdm2-MdmX inh: 3; tim23-1 inh: 6; CXCR6 inh: 18; APJ antag: 29; TIM10 inh: 2; UPR XBP1 act: -1; CHOP UPR activ: 2.9

How did O=C(c1cccs1)c1coc2ccc(O)c(CN3CCOCC3)c12 do in these assays?
tim10-1 inh: 13; APJ ag: -3; Mdm2-MdmX inh: -9; tim23-1 inh: 10; CXCR6 inh: 2; APJ antag: 1; TIM10 inh: 5; UPR XBP1 act: 2; CHOP UPR activ: 0.7

What do the screens show for `O=C(CC(SCCO)c1ccc2c(c1)OCO2)c1cccs1` (configuration not stated)?
tim10-1 inh: -3; APJ ag: -3; Mdm2-MdmX inh: -44; tim23-1 inh: 31; CXCR6 inh: 7; APJ antag: -2; TIM10 inh: -3; UPR XBP1 act: 2; CHOP UPR activ: 1.8

Results for O=C(c1ccc([N+](=O)[O-])s1)N1CCN(c2ccccc2)CC1 ?
tim10-1 inh: 53*; APJ ag: 3; Mdm2-MdmX inh: 23; tim23-1 inh: 31; CXCR6 inh: -11; APJ antag: -1; TIM10 inh: 60*; UPR XBP1 act: -1; CHOP UPR activ: -0.7

Results for CC(C)Cc1cc(C(=O)NCCc2ccccc2)no1 ?
tim10-1 inh: 15; APJ ag: -2; Mdm2-MdmX inh: -120; tim23-1 inh: 14; CXCR6 inh: 2; APJ antag: 7; TIM10 inh: -6; UPR XBP1 act: -3; CHOP UPR activ: 0.5

How did CC(=O)N1CCN(Cc2nc3cc(Cl)ccc3c(=O)[nH]2)CC1 do in these assays?
tim10-1 inh: -3; APJ ag: -1; Mdm2-MdmX inh: 25; tim23-1 inh: -2; CXCR6 inh: -7; APJ antag: 2; TIM10 inh: -17; UPR XBP1 act: -3; CHOP UPR activ: 1.4

Results for COc1ccccc1C(=O)Nc1ccnn1C1CCN(CCCC2CCCC2)CC1 ?
tim10-1 inh: -24; APJ ag: -1; Mdm2-MdmX inh: 7; tim23-1 inh: -21; CXCR6 inh: -1; APJ antag: 6; TIM10 inh: -6; UPR XBP1 act: -3; CHOP UPR activ: 0.6

How did CC1=C(C(=O)OCc2ccccc2)C(c2ccc(Cl)cc2Cl)NC(=O)N1CCCC(=O)O (configuration not stated) do in these assays?
tim10-1 inh: -5; APJ ag: -6; Mdm2-MdmX inh: 24; tim23-1 inh: 8; CXCR6 inh: -5; APJ antag: 13; TIM10 inh: -4; UPR XBP1 act: -3; CHOP UPR activ: 0.6
